Screening results (PubChem BioAssay)
ST2 IL33 inh: inhibitors of human ST2 (IL1RL1) binding to IL-33, primary screen, biochemical, AlphaLISA; Interleukin-1 receptor-like 1 (Homo sapiens), Q01638; AlphaLISA ST2-Fc/biotin-IL-33 interaction, 1 h; inhibition, % for hits at 17 µM; 78,000 tested, 2.3% active; AID 1259354, 2018; in the data active = inhibition above about 30%; inconclusive = mostly about 10% to 28%
Target sequence (Q01638 whole entry, looked up): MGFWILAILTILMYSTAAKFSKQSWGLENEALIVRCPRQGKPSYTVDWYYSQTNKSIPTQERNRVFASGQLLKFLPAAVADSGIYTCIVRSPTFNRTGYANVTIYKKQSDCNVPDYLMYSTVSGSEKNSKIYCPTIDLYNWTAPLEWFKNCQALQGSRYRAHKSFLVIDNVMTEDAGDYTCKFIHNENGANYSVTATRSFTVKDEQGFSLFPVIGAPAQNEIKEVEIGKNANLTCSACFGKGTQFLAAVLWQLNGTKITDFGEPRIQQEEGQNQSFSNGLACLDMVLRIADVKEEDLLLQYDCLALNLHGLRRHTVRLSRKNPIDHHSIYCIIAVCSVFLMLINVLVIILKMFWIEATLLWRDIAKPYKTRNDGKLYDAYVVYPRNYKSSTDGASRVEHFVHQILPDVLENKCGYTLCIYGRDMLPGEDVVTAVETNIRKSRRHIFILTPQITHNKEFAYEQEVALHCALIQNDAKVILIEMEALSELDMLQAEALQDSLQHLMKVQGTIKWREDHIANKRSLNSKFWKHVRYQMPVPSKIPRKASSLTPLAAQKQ
* marks the source's active call; other numbers are inactive results; i = inactive; ? = inconclusive.

SMILES | ST2 IL33 inh
CCn1cc(SCC(=O)Nc2ccc(Br)cc2)c2ccccc21 | i
C/C1=C\CCC2=C[C@@H](OC2=O)c2c(C)coc2C1 | i
O=C(NCCN1CCCCCC1)C1CCN(S(=O)(=O)N2CCCCC2)CC1 | i
COc1cc(C2NC(=O)NC(C)=C2C(=O)OCCSC)cc(Cl)c1O (stereo not given) | i
CC1=C(C(=O)N2CCc3c([nH]c4ccccc34)C2)C(c2cccnc2)NC(=O)N1 (stereo not given) | ?
O=C(Cn1cnc2ccccc2c1=O)N(Cc1ccco1)c1ccc(O)cc1 | i
CCC1CCCCN1C(=O)c1cc2c(=O)oc3ccccc3c2s1 (stereo not given) | i
CCOC(=O)c1ccc(NS(=O)(=O)c2cccc3nsnc23)cc1 | i
O=C(C1CCCN(S(=O)(=O)c2ccccc2)C1)N1CCCC(C(F)(F)F)C1 (stereo not given) | i
Cc1cn[nH]c1 | i
CCNC(=O)[C@@]12CC[C@](C)(C(=O)C1)C2(C)C | i
Nc1c(C(=O)NCc2ccccc2)nnn1Cc1ccccc1 | i
CC1C(=O)C(C)C(c2ccc(F)cc2)NC1c1ccc(F)cc1 (stereo not given) | i
CC(C)CCNS(=O)(=O)c1cccc2cccnc12 | i
COc1cc(CNc2ccc3c(c2)ncn3C)cc(OC)c1OC | ?
COc1ccccc1C(=O)N/C(=C\c1ccc2c(c1)OCO2)C(=O)N1CCCCC1 | ?
O=C(Nc1ccccc1)c1ccc(Cl)c(S(=O)(=O)N2CCc3ccccc32)c1 | i
Cc1ccc(Nc2cc(C)nc(N3CCN(S(=O)(=O)c4ccccc4Cl)CC3)n2)cc1 | ?
CC1(C)CC(Nc2ccc(C(=O)NCCCc3ccccn3)cn2)CCO1 (stereo not given) | i
Oc1ccc(Br)c(C(Nc2ccccn2)c2ccc3cccnc3c2O)c1 (stereo not given) | ?
Cn1c(=O)[nH]c(=O)c2c1nc(N1CCCCC1)n2CCSc1nc2ccccc2o1 | i
Cc1ccc(Cl)cc1NC(=O)C(C)SCc1ccccc1 (stereo not given) | i
O=C(Cn1nnc([N+](=O)[O-])n1)c1ccccc1 | i
Cc1cc(NC(=O)c2cnc3scc(C)n3c2=O)no1 | ?
CC1(C#CCN2CCCCC2)CC1(Cl)Cl (stereo not given) | i
CC(C)(C)C(=O)N1CCN(c2ccc(Cl)cc2[N+](=O)[O-])CC1 | i
CCOc1ccc2c(c1)sc(=NC(=O)c1ccc(S(=O)(=O)N3CCOCC3)cc1)n2C | i
CCc1ccccc1NS(=O)(=O)c1c(C)cc(C)cc1C | i
O=C1Nc2ccc(Br)cc2C(=O)N2CCN(C(=O)c3cccc(F)c3)C[C@H]12 | 37.0%*
O=C1S/C(=C\c2ccc(O)cc2)C(=O)N1c1ccccc1 | ?
COc1ccc(C(=O)NCCn2cc(SCC(=O)Nc3ccccc3F)c3ccccc32)cc1 | ?
Cc1cc(C(F)(F)F)nc(CCNC(=O)C2CCC(=O)N(C3CC3)C2)n1 (stereo not given) | i
CC(=O)c1ccc(NC(=O)c2noc3c2CCCCC3)cc1 | ?
CCOC(=O)c1[nH]ncc1CN1CCN(Cc2ccc(C)o2)C(CCO)C1 (stereo not given) | i
COc1cc2c(C(=O)NCC3COc4ccccc4O3)cn(CC(C)C)c(=O)c2cc1OC (stereo not given) | i
O=C(Nc1c(C(=O)Nc2ccccc2F)oc2ccccc12)c1ccccc1 | i
COCc1noc(CNCC(=O)Nc2cc(C)ccc2F)n1 | i
Cc1ccc(C(=O)NCCc2nc3ccccc3[nH]2)cc1 | ?
COC(C(=O)Nc1cccc(F)c1)c1ccccc1 (stereo not given) | ?
Cn1c(C(=O)Nc2ccccc2)cc2c(=O)n3ccccc3nc21 | ?
O=C(CSc1nnnn1-c1ccc(Cl)cc1)Nc1ccccc1C(F)(F)F | i
CCC(C)C1N=C2c3ccccc3N=C(SCC(=O)N3CC(C)CC(C)C3)N2C1=O (stereo not given) | i
CN(C)CCN(Cc1ccccc1)Cc1c(F)cccc1Cl | i
CCC(CC)C(=O)NC[C@H]1O[C@@H](CC(=O)NC(C)C)[C@H](O)[C@@H]1O | ?
Oc1oc(-c2ccc(Br)cc2)nc1C=Nc1cc(Cl)ccc1Cl | i
Cc1ccccc1COc1ccc2oc(C)c(C(=O)O)c2c1 | i
CCC(C)N1C(=O)c2ccccc2C1C(=O)NC1CCCCC1 (stereo not given) | i
COc1ccccc1-c1ccc(C(=O)NCC2(O)CCCNCC2)cc1 (stereo not given) | i
O=C(COc1ccc(Br)cc1Br)NCC1CCCO1 (stereo not given) | i
Cc1oc(-c2ccc(Cl)cc2)nc1CSCC(=O)N1CCCC1 | i
C1=CC[C@H]2CN(c3nncs3)C[C@H]2C1 | i
O=C(c1cc(-c2ccc(Br)cc2)on1)N1CCN(c2ccccc2)CC1 | i
O=C(CNS(=O)(=O)c1ccc(Br)s1)NCCC1=CCCCC1 | i
CN(Cc1cc2n(n1)CCCNC2)Cc1nccn1Cc1ccccc1 | i
COC(=O)[C@@H]1Cc2ncn(Cc3ccc(OC)cc3)c2CN1C(=O)c1ccc(C#N)cc1 | ?
CCn1nnnc1SCC(=O)Nc1ccc(Br)cc1 | ?
Cc1cc(Br)ccc1N1C(=O)C2C3C=CC(C3)C2C1=O (stereo not given) | ?
Cc1cc(C)n(C(C)C(=O)N2Cc3cnc(-c4ccccc4)nc3C2)n1 (stereo not given) | ?
CCOC(=O)c1sc2nc(CC(=O)OC)nc(N3CCCC3)c2c1C | i
CCOC(=O)CC1(NC(=O)C2CCC(=O)N(CCc3ccccc3)C2)CCCCC1 (stereo not given) | i
Further compounds.
SMILES | ST2 IL33 inh
CC(C)CN(CC(C)C)S(=O)(=O)c1cccs1 | i
Cc1ccc(NC(=O)NC[C@H]2O[C@@H](CC(=O)NC(C)C)[C@H](O)[C@@H]2O)cc1 | i
Cc1ccc(S(=O)(=O)C2(C(=O)Nc3ccc(Br)c(C)c3)CC2)cc1 | i
C=CCN(Cc1ccccn1)C(=O)CC(=O)Nc1cc(C)ccc1C | ?
Brc1ccc(-c2cnc(-c3ccccc3)o2)cc1 | ?
CC(C)c1ccc(N2C(=O)c3ccccc3NC2c2ccc3c(c2)OCO3)cc1 (stereo not given) | i
CCCC(=O)N1CCC(N2CCC(Cc3cccc(C(=O)O)c3)C2)CC1 (stereo not given) | i
C[C@]12C[C@H](O)[C@H]3[C@@H](CCC4=CC(=O)CC[C@@]43C)[C@@H]1CC[C@@H]2C(=O)CO | i
O=C(NC1CC(=O)N(c2ccccc2)C1)c1ccc2c(c1)OCO2 (stereo not given) | i
CC(C)c1cccc(OCCN2CCNCC2)c1 | i
Cc1cc(CC(C)Nc2nc(-c3cccnc3)nc3c2cnn3C)n[nH]1 (stereo not given) | ?
Cc1ccccc1CN(CCO)Cc1ccccc1 | i
CN1C(=O)Cc2cc(S(=O)(=O)CCC(=O)N3CCN(c4ccccc4F)CC3)ccc21 | i
O=[N+]([O-])c1ccccc1S(=O)(=O)NCCCCNS(=O)(=O)c1ccccc1[N+](=O)[O-] | ?
Cc1ccsc1-c1nccn1CCc1n[nH]c(=O)[nH]1 | i
O=S(=O)(NCC1OCCc2ccccc21)c1ccccc1 (stereo not given) | ?
Cc1ccc(S(=O)(=O)c2nc(-c3cccs3)oc2SC(C)C)cc1 | ?
CC(=O)Nc1ncc(Br)cc1[N+](=O)[O-] | i
C=CCN(C/C=C/c1ccccc1)C(=O)c1c(C)cc(C)[nH]c1=O | i
CC1=C(C(=O)Nc2ccccn2)C(c2cccc(Oc3ccccc3)c2)C2=C(CC(C)(C)CC2=O)N1 (stereo not given) | i
COc1ccc(-c2c3c(=O)n(C)c(=O)n(C)c3cn2-c2cc(C)c(C)cc2N)cc1 | ?
O=C(C[C@@H]1CCNC[C@@H]1Cc1cc(-c2ccccc2)on1)N1CCN(c2ccc(F)cc2)CC1 | i
CC(=O)N1c2ccccc2NC2=C(C(=O)CC(c3cccc([N+](=O)[O-])c3)C2)C1c1ccco1 (stereo not given) | i
O=C(NCCCN1CCOCC1)C1C2C=CC3(CN(Cc4ccccc4Cl)C(=O)C13)O2 (stereo not given) | i
COc1ccccc1CN(Cc1ccc2c(C)cc(=O)oc2c1)C1CC1 | i
CCc1ccc(C(=O)c2c[nH]c3ccc(Cl)cc3c2=O)cc1 | ?
N#Cc1c(N)nc(SC2CCCCC2=O)c(C#N)c1-c1ccc(O)cc1 (stereo not given) | i
CC(=O)Nc1ccc(CC(C(=O)O)c2ccccc2)cc1 (stereo not given) | i
COc1ccc(CN2C[C@H](O)C[C@H]2c2nc(-c3ccc4c(c3)OCO4)no2)c(OC)c1OC | i
CN(C)c1nc2c(c(=O)[nH]c(=O)n2C)n1Cc1ccc(Cl)cc1 | i
Cc1[nH]nc(CCC(=O)N2CC(c3cccnc3)C2)c1C | i
O=C(O)c1ccc(-c2nnc(-c3ccccc3)o2)cc1 | i
CCOC(=O)c1[nH]c2ccccc2c1NC(=O)C1c2ccccc2OC2C=CC=CC21 (stereo not given) | i
Brc1ccccc1C=NC1CCCCC1 | i
Cc1c(N2C(=O)CSC23C(=O)Nc2ccccc23)c(=O)n(-c2ccccc2)n1C (stereo not given) | ?
C[C@@]12C(=O)OC(=O)[C@]1(C)[C@H]1CC[C@@H]2O1 | ?
Clc1ccc(-c2nnc(C3CCCCC3)o2)cc1 | i
CCOc1ccc2[nH]c(C(=O)O)c(CCN)c2c1 | i
CC(=O)N(CN1C(=O)c2ccccc2C1=O)c1cccc(C)c1 | i
O=c1c(O[C@@H]2O[C@H](CO)[C@@H](O)[C@H](O[C@@H]3O[C@H](CO)[C@@H](O)[C@H](O)[C@H]3O[C@@H]3OC[C@@H](O)[C@H](O)[C@H]3O)[C@H]2O)c(-c2ccc(O)c(O)c2)oc2cc(O)cc(O)c12 | i
CN(C)CCOC(c1ccccc1)c1ccc(Cl)cc1 (stereo not given) | i
CCOc1ccccc1-c1nc(-c2nonc2N)no1 | i
CCOC(=O)c1[nH]c2ccccc2c1NC(=O)COc1ccc2ccccc2c1 | i
COc1ccc2cc(C(=O)NC(C)=O)c(=Nc3ccccc3F)oc2c1 | ?
Cc1ccc(C)c(CN2CCCN(CC(=O)NCCc3ccccc3)S2(=O)=O)c1 | i
Cc1ccc2c(c1)N(C(C)C(=O)NCc1ccc3c(c1)OCO3)C(=O)CO2 (stereo not given) | i
CCn1c(SCC(=O)Nc2ccc(Br)cc2)nc2ccccc2c1=O | i
CCC(=O)Nc1ccc(NC(=O)Cn2nc(C)c(C)c2C)cc1Cl | i
O=C1CCC2(CCN1)CCN(S(=O)(=O)c1ccc3ccccc3c1)CC2 | i
CC(NC(=O)c1ccc(Cl)cc1)c1nc2ccccc2[nH]1 (stereo not given) | i
Cc1nn(CCCC(=O)Nc2sc3c(c2C(=O)OC(C)C)CCCC3)c(C)c1[N+](=O)[O-] | i
CSCCC(=O)NC1CCCN(CCCc2ccccc2)C1 (stereo not given) | i
C=CCOCCN1C(=O)C2C3c4ccccc4C(c4ccccc43)C2C1=O (stereo not given) | i
COc1cccc(C(C#N)N2N=C(C)CC2c2ccccc2)c1O (stereo not given) | i
COc1ccc(N(CC(=O)Nc2ccc(C)cc2)S(=O)(=O)c2ccc(NC(C)=O)cc2)cc1 | i
O=S(=O)(Nc1cc(Cl)c(O)c(Cl)c1Cl)c1ccccc1 | ?
Cc1nc([N+](=O)[O-])cn1CC(=O)Nc1ccc(Cl)cc1 | i
CN1CCCC1CCOC(C)(c1ccccc1)c1ccc(Cl)cc1 (stereo not given) | ?
CCc1ccc2nc(N3CCC(C(=O)NC4CC4)CC3)sc2c1 | i
COc1cc(C(=O)Nc2ccc(Cl)c(Cl)c2)cc(OC)c1OC | i
Other entries:
SMILES | ST2 IL33 inh
OCC#CCSc1nnc(-c2ccc(Br)cc2)o1 | ?
O=C(NCc1ccccc1)c1cc2ccccc2o1 | i
COc1cccc([C@@H]2C[C@H](NC(C)=O)C[C@H](Cc3ccccc3)O2)c1F | i
COc1ccc(OC2CCN(C3CCCC3)CC2)c(C(=O)NCc2nc(C)cc(C)n2)c1 | i
COc1cc(C(=O)ON=C2C=CC(=O)C=C2)cc(OC)c1OC | ?
CCOC(=O)C1CCN(S(=O)(=O)c2cc3c(cc2Cl)NC(=O)CO3)CC1 | i
COc1ccccc1-c1ccc(N2CCC(O)(c3cccnc3)CC2)nn1 | ?
CCN(CCCNC(=O)c1cc2cc3ccc(OC)cc3nc2s1)c1ccccc1 | 31.0%*
Cc1ccc(S(=O)(=O)N2CCN(c3nc(C)cc(N4CCCC4)n3)CC2)cc1 | i
c1ccc(-c2ncn(CCc3nc4c(s3)CCC4)c2C2CCOC2)cc1 (stereo not given) | i

Molecules above that have bromine, in the order listed:
SMILES | ST2 IL33 inh
CCn1cc(SCC(=O)Nc2ccc(Br)cc2)c2ccccc21 | i
Oc1ccc(Br)c(C(Nc2ccccn2)c2ccc3cccnc3c2O)c1 (stereo not given) | ?
O=C1Nc2ccc(Br)cc2C(=O)N2CCN(C(=O)c3cccc(F)c3)C[C@H]12 | 37.0%*
Oc1oc(-c2ccc(Br)cc2)nc1C=Nc1cc(Cl)ccc1Cl | i
O=C(COc1ccc(Br)cc1Br)NCC1CCCO1 (stereo not given) | i
O=C(c1cc(-c2ccc(Br)cc2)on1)N1CCN(c2ccccc2)CC1 | i
O=C(CNS(=O)(=O)c1ccc(Br)s1)NCCC1=CCCCC1 | i
CCn1nnnc1SCC(=O)Nc1ccc(Br)cc1 | ?
Cc1cc(Br)ccc1N1C(=O)C2C3C=CC(C3)C2C1=O (stereo not given) | ?
Cc1ccc(S(=O)(=O)C2(C(=O)Nc3ccc(Br)c(C)c3)CC2)cc1 | i
Brc1ccc(-c2cnc(-c3ccccc3)o2)cc1 | ?
CC(=O)Nc1ncc(Br)cc1[N+](=O)[O-] | i
Brc1ccccc1C=NC1CCCCC1 | i
CCn1c(SCC(=O)Nc2ccc(Br)cc2)nc2ccccc2c1=O | i
OCC#CCSc1nnc(-c2ccc(Br)cc2)o1 | ?

Rewritten as comma-separated lines: 3 of the compounds above.
SMILES,ST2 IL33 inh
COc1ccc(OC2CCN(C3CCCC3)CC2)c(C(=O)NCc2nc(C)cc(C)n2)c1,i
COc1cc(C(=O)ON=C2C=CC(=O)C=C2)cc(OC)c1OC,?
CCOC(=O)C1CCN(S(=O)(=O)c2cc3c(cc2Cl)NC(=O)CO3)CC1,i

Some of the compounds tested; the hit share may differ from the screen's.
